ADAM10 inh: human ADAM10 inhibitors, primary screen, biochemical, QFRET, HTS; inhibition, % at 7 µM; recombinant ADAM10, EDANS/DABCYL FRET peptide cleavage, 3 h; Disintegrin and metalloproteinase domain-containing protein 10 (Homo sapiens), O14672; 0.62% of 370,000 active;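 active means inhibition above a per-campaign cutoff equal to the mean of compounds falling between control-based bounds plus 3 SD, cut at about 20% in these data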;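 further: 0% = DMSO wells while the 100% control is not disclosed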
FXN GAA850 act: FXN promoter activators, primary screen, cell-based, luciferase luminescence, HEK293 lucGAA850 | 0.56% of 360,000 active | activation, % at 6 µM | HEK293 lucGAA850 FXN promoter luciferase reporter, 24 h; percent of 10 µM SAHA response;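 active means activation above the average of all compounds screened plus 3 SD, cutoff fixed separately per campaign, cut at about 7.5% in these data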;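 further: 0% = DMSO wells and 100% = 10 µM SAHA wells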
ASAP1 GAP inh: inhibitors of human ASAP1 ArfGAP activity, primary screen, biochemical, fluorescence polarization. Arf-GAP with SH3 domain, ANK repeat and PH domain-containing protein 1 (Homo sapiens), …. ASAP1-stimulated ARF1 GTP hydrolysis, GDP FP detection. inhibition, % at 16.5 µM. 0.19% of 360,000 active. AID 624377, 2012; in the data active means inhibition above about 25%;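 further: 0% = vehicle with enzyme and substrate and 100% = no enzyme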
Target sequence (Q9ULH1 325-724 limits assumed): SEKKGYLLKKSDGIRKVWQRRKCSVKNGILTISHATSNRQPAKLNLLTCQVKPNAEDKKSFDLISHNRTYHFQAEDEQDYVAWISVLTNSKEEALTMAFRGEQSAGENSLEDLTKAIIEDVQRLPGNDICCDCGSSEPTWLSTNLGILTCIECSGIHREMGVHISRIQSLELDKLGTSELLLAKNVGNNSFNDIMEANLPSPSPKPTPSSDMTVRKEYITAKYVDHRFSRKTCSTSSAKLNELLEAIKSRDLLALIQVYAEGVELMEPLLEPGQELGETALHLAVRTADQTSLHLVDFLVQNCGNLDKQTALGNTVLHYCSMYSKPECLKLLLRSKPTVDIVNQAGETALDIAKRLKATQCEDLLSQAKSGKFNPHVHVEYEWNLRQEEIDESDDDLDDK
KLK7 zymogen act: proKLK7 zymogen activators, primary screen, biochemical, fluorescence intensity | purified proKLK7, EDANS-DABCYL substrate fluorescence; 100% is mature enzyme control, 0% vehicle | activation, % at 7 µM | 0.9% of 370,000 active | AID 652039, 2013;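 active means activation above the mean of all tested compounds plus 3 SD, computed per campaign excluding outliers beyond control limits, cut at about 13% in these data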
Target sequence (P49862 whole entry, looked up): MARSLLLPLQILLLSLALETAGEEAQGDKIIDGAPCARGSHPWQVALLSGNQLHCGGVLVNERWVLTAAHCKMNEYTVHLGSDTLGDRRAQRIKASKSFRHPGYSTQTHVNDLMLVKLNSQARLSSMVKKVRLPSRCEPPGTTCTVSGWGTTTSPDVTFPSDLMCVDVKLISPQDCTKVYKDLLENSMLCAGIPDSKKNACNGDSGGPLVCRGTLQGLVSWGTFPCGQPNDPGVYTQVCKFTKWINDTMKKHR
Tn6 DDE FP: inhibitors of Tn6 peptide binding to fibrin DD(E), primary screen, biochemical, fluorescence polarization, human fibrin, Tn6 probe. 0.21% of 370,000 active. inhibition, % at 8.3 µM. Fibrin DD(E) TRITC-Tn6 fluorescence polarization displacement. Fibrinogen beta chain (Homo sapiens), P02675;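 active means inhibition above a per-campaign cutoff: mean of compounds within control limits plus 3 SD, cut at about 15% in these data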;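 further: 0% = median of all compound wells on the plate and 100% = blocking peptide control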
rCAG binder: binders of r(CAG) RNA repeats, primary screen, biochemical, fluorescence | r(CAG) RNA repeat, TO-PRO-1 dye displacement fluorescence | inhibition, % at 3 µM | 1.3% of 370,000 active | AID 651821, 2012;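 active means inhibition above the plate cutoff, the mean of all test compounds on that plate plus 3 SD, cut at about 35% in these data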;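 further: 0% = DMSO alone and 100% = 100 µM mitoxantrone as full dye displacement; higher means more dye released from RNA so lower well fluorescence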
GC-A act: GC-A stimulated cGMP production enhancers – HEK293 GC-A cells, cGMP TR-FRET, EC30 ANP, primary screen. Atrial natriuretic peptide receptor 1 (Homo sapiens), P16066. 0% at EC30 ANP, 100% saturating ANP. activation, % at 10 µM. 0.14% of 370,000 active. AID 1671463, 2021; in the data active means activation above about 40%
sPLA2-III inh: human group III sPLA2 inhibitors, primary screen, biochemical, QFRET, BODIPY PC-A2 liposome substrate. Group 3 secretory phospholipase A2 (Homo sapiens), Q9NZ20. QFRET BODIPY PC-A2 liposome hydrolysis, fluorescence. inhibition, % at 12.2 µM. 0.56% of 370,000 active;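 active means inhibition above mean plus 3 SD of compounds lying within the high and low control bounds, cut at about 19% in these data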;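 further: 0% = median of test compound wells and 100% = no enzyme DMSO wells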
ARFGAP1 inhibitor: inhibitors of rat ARFGAP1 GAP activity, primary screen, biochemical, fluorescence polarization, GDP tracer. ADP-ribosylation factor GTPase-activating protein 1 (Rattus norvegicus), Q62848. Arfgap1-stimulated ARF1 GTP hydrolysis, GDP FP detection. inhibition, % at 16.5 µM. 0.26% of 360,000 active. AID 651572, 2012;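 active means inhibition above a per-plate limit, mean inhibition of low control wells plus 3 SD, cut at about 25% in these data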;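 further: 0% = DMSO wells with enzyme and 100% = wells lacking Arfgap1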
Target sequence (Q62848 1-136 limits assumed): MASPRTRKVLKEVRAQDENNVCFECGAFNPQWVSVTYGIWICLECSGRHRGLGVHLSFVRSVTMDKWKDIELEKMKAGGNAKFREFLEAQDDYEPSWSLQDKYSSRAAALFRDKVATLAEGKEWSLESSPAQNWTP
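Material – truncated rat Arfgap1 GAP domain · Buffer or medium – HEPES-based buffer, pH 7.5 · Reagent – human ARF1(Δ1-17)-GTP substrate · Dosing – 16.5 µM single point, 1.26% DMSO · Schedule – GTP hydrolysis reaction 2 h at 25 °C · Technique – GDP detection by fluorescence polarization · Benchmarks – No-Arfgap1 wells (100%) versus DMSO full-reaction wells (0%) · Repeats – single replicate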
GC-B act: human GC-B receptor activators, primary screen, HEK293 GC-B cells, cGMP TR-FRET, EC30 CNP; 0% at EC30 CNP, 100% saturating CNP; activation, % at 10 µM; 0.11% of 370,000 active; AID 1920062, 2024;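 active means activation at 10 µM reaching about 35% in either raw or pattern-adjusted values, limit read from the data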
* hit, by the source's call; i = inactive; / = not tested or not shown.

SMILES	ADAM10 inh	FXN GAA850 act	ASAP1 GAP inh	KLK7 zymogen act	Tn6 DDE FP	rCAG binder	GC-A act	sPLA2-III inh	ARFGAP1 inhibitor	GC-B act
CCc1nnc2n1N=C(c1cccc([N+](=O)[O-])c1)CS2	3	0.2	4	1.3	0	-2	4	16	-5	-2
C[C@@H]1CN([C@@H](C)CO)C(=O)c2cc(-c3cccnc3)cnc2O[C@H]1CN(C)C(=O)c1cccc(F)c1	1	-0.7	6	-0.1	4	-1	1	3	11	1
CC1(CCC(=O)O)C(=O)CCC2C1CCC1(C)C2CCC1(C)O (stereo not drawn)	-3	-1.0	2	-0.2	-2	0	3	-1	11	0
O=C(NCCc1ccccc1)c1cccc(Br)c1	3	5.9	-9	-0.7	3	0	-4	-7	10	-4
CC(C)NC(=S)N/N=C/c1cc(Br)ccc1O	-148	1.7	3	-111	6	9	17	29*	2	2
CS(=O)(=O)N(CCc1ccccc1)CC(=O)NCc1ccc2c(c1)OCO2	5	-1.5	-15	-0.3	0	-4	-4	-11	-4	-1
C=C1N(c2cccc(Cl)c2)C(=O)OC1(C)C	-11	0.0	1	-0.5	0	-2	5	3	7	2
COc1cccc(C(=O)NCC[N+](C)(C)C)c1	7	/	-10	0.5	0	1	-1	5	15	3
O=C(Nc1ccn(CCCNCCCN2CCCC2=O)c(=O)n1)OCc1ccccc1	-7	1.3	-4	0.2	10	2	4	-1	12	0
O=C(O)CC(NC(=O)c1ccccc1NC(=O)c1ccccc1)C(=O)O (stereo not drawn)	-5	0.5	-1	-0.3	-6	1	-2	1	-5	3
COc1ccc(Br)c(Cn2c(C)c(C(=O)N(C)Cc3ccc(F)cc3)sc2=O)c1	-14	1.5	12	0.4	-1	1	-16	-1	4	-7
Cc1ccc(C(=O)c2cc([N+](=O)[O-])ccc2N2CCOCC2)cc1	5	-2.1	-8	-0.5	-5	4	-10	-1	4	0
CN1CCC(=NNC(=O)C(=O)Nc2ccccc2)CC1	3	5.4	-16	0.9	-7	-2	0	1	-11	4
COc1ccc(Br)cc1CN1CCN(C(=O)c2cccc(OC)c2OC)CC1	6	0.8	10	0.2	3	-5	/	-5	3	/
Cc1cc(Br)cc(C)c1OCCCCN(C)C	2	-2.9	11	-0.1	2	0	-5	7	5	-12
O=C(NCc1ccco1)C1(S(=O)(=O)c2ccc(Cl)cc2)CC1	0	1.7	5	0.3	2	-3	0	4	1	-2
CCOc1cc(/C=N/NC(=O)c2cccnc2)ccc1OCC(N)=O	7	0.4	-8	0.8	4	-3	-6	1	-3	1
CCn1c(C)cc(C(=O)CSc2nnc(C3CC3)n2C2CC2)c1C	-14	-0.9	-1	-0.7	-5	2	3	11	12	-2
Cc1nc2ccc(C(=O)OCC(=O)N(C)c3ccccc3)cc2nc1C	-4	0.8	0	0.4	4	-6	2	-1	-6	1
Cc1ccc(S(=O)(=O)n2c(=O)oc3ccccc32)cc1	-10	0.8	-8	0.4	-7	3	3	0	0	-2
CCOC(=O)C(=O)N(Nc1ccc(C)cc1)c1ccc(C)cc1	-1	4.2	1	-0.6	0	-6	-5	-10	5	-1
Cn1ccc2c(N3CCOCC3)cc3c(c21)C1CCC3O1 (stereo not drawn)	-16	/	-1	-1.0	0	3	-2	11	3	0
O=c1nc(NO)ccn1C1CCCO1 (stereo not drawn)	-2	-0.8	-12	-0.6	-5	0	1	5	4	4
COC(=O)c1cc(NC(=O)CN2C(=O)CSC2=O)ccc1Cl	2	-2.2	0	-1.0	0	4	5	-10	0	10
C=CCNC(=S)N/N=C/c1ccc(-c2ccc(OC)cc2)o1	i	1.6	23	-21	-1	5	9	-2	6	6
CC(c1ccccc1)n1c(NCCCn2ccnc2)nc2c1c(=O)[nH]c(=O)n2C (stereo not drawn)	0	/	-2	0.1	3	-5	5	-2	0	-4
NC(=O)Nc1ccc(C(=O)OCC(=O)NC2CCCc3ccccc32)cc1 (stereo not drawn)	-4	-0.1	1	0.8	-1	6	-6	9	5	-5
Cc1ccccc1NC(=O)CCCCC(=O)Nc1ccccc1C	7	0.5	2	0.3	3	0	-1	2	0	3
Cc1ccc(S(=O)(=O)NNC(=O)Nc2cccc3ccccc23)cc1	-35	0.6	-6	-3.8	0	3	-3	-2	3	-7
O=[N+]([O-])c1ccc(Sc2nccn2Cc2ccccc2)c([N+](=O)[O-])c1	0	-8.4	-1	-0.1	2	-7	1	7	9	2
Cc1cc(C(=O)COC(=O)CNS(=O)(=O)c2ccc3ccccc3c2)c(C)n1-c1ccccc1	10	1.5	-7	0.0	-7	7	4	-16	10	2
CCC(C)(C)n1nnnc1C(C(C)C)N(CCCO)Cc1cc2cc(C)ccc2[nH]c1=O (stereo not drawn)	-34	0.4	-11	2.1	10	-10	-2	-5	3	-3
Cc1cc(C)n(Cc2ccc(C(=O)NN)o2)n1	1	1.4	7	-0.1	0	-5	-1	9	7	2
Cc1cccc(C)c1NC(=O)C(c1cccc(F)c1)N1CCN(C)CC1 (stereo not drawn)	-5	/	3	0.0	7	1	0	0	0	-6
O=C(CCn1ccc2cc(S(=O)(=O)N3CCCC3)ccc21)NCc1cccc(F)c1	-5	2.4	0	0.1	-1	1	-3	-7	-4	2
COc1ccc(CC(=O)NNC(=O)c2ccncc2)cc1	10	-2.0	1	-0.3	3	2	3	0	-1	7
CCOC(=O)C1CCN(S(=O)(=O)c2cc(F)ccc2OC)CC1	3	0.8	0	0.0	9	-3	0	1	-6	2
CCOc1ccc(NC(=O)CSc2nc3ccccc3c(=O)n2CCCC(=O)N2CCCC2)cc1	-2	-1.4	-3	-0.6	-5	-1	-4	5	4	-3
CSCC[C@H](N)C(=O)NC[C@H]1O[C@@H](n2cnc3c(N)ncnc32)[C@H](O)[C@@H]1O	0	2.3	1	0.2	7	2	0	-3	3	2
O=C(O)CCCCCNc1nc2ncn(Cc3ccccc3)c2c(=O)[nH]1	3	-0.1	1	-0.4	-5	-1	-2	16	7	0
COc1ccc(-c2c(NC(=O)c3ccco3)n(C)c3ccccc3c2=O)cc1	-30	-0.3	-12	1.7	-1	-1	1	6	-1	4
Cc1cccc(S(=O)(=O)NCCc2ccccc2)c1	-9	1.0	18	0.0	5	-1	/	2	-1	/
N#Cc1cnc(Nc2ccc(F)cc2)nc1N	13	5.3	-13	0.3	-2	0	3	0	-1	0
Cc1nnsc1C(=O)N1CCCC(N2CCN(c3ccc(F)cc3)CC2)C1 (stereo not drawn)	-8	-0.9	-2	0.6	-5	-3	2	0	12	2
COc1cc2[nH]c(=O)n(CCCCCC(=O)NCCc3c[nH]c4ccccc34)c(=O)c2cc1OC	-3	1.9	-7	-0.1	0	-1	0	-27	3	-5
CC(=O)Nc1ccc(C(=O)N2CCCCC2c2cc(C(=O)NCc3cccnc3)no2)cc1 (stereo not drawn)	-11	-1.5	-1	-0.2	-2	2	3	4	1	2
Cn1c(=O)c2c(nc(N/N=C/c3ccncc3)n2Cc2ccccc2)n(C)c1=O	4	-0.2	-1	0.5	-6	3	0	4	0	0
CCOC(=O)NNc1cc(C(F)(F)F)ccn1	-6	2.5	6	-0.6	2	-2	2	16	0	-12
NC(=O)CN1CCN(S(=O)(=O)c2ccc(Br)cc2)CC1	-1	0.2	-2	-0.2	-9	-4	1	5	1	-3
CC(C)(C)c1ccc(C(=O)NC(=S)NCc2ccco2)cc1	10	-1.6	11	-0.4	7	-4	1	3	1	-1
The listing continues.
SMILES	ADAM10 inh	FXN GAA850 act	ASAP1 GAP inh	KLK7 zymogen act	Tn6 DDE FP	rCAG binder	GC-A act	sPLA2-III inh	ARFGAP1 inhibitor	GC-B act
COc1ccc(C=NNC(=S)Nc2ccc(F)cc2)cc1OC	2	-3.5	1	-1.9	-3	7	3	23*	12	4
CCCCN1CCS(=O)(=O)N(Cc2cn(Cc3cccc(Cl)c3)nn2)C(C(=O)OC)C1 (stereo not drawn)	5	/	/	-0.4	-11	0	-1	2	/	-1
CCc1ccc2c(CC(=O)NNC(=O)c3ccncc3)coc2c1	-6	0.3	0	0.2	-4	4	-3	0	4	5
O=C(N1CCN(c2ncccn2)CC1)C12CC3CC(CC(C3)C1)C2	-1	2.2	0	0.3	-4	-7	-3	10	-3	2
CCN1CCN(c2ncnc3c2cnn3-c2ccc(C)cc2C)CC1	-10	0.1	6	-0.4	-1	-1	2	2	1	-3
Cc1onc(-c2ccccc2)c1CNS(=O)(=O)c1cccc(Cl)c1	11	0.2	13	0.5	-11	1	3	-12	-9	-5
Cc1onc(-c2ccccc2)c1C(=O)NC1CC1	-2	1.1	2	-0.1	-2	-1	3	8	-2	8
O=C(O)C1C2C=CC(O2)C1C(=O)Nc1ccc(S(=O)(=O)Nc2ccccc2)cc1 (stereo not drawn)	-4	-0.2	3	0.3	2	5	1	-1	-6	2
Clc1ccc(-c2csc(N/N=C\c3cccnc3)n2)cc1	4	1.9	16	-3.8	-18	10	15	4	2	5
Cn1c(-[n+]2c(-c3ccccc3)cc(-c3ccccc3)cc2-c2ccccc2)nc2cc([N+](=O)[O-])ccc21	0	2.2	3	-0.2	3	-2	9	9	-3	0

Ordered by value in Tn6 DDE FP (descending): some entries from above.
Structure,ADAM10 inh,FXN GAA850 act,ASAP1 GAP inh,KLK7 zymogen act,Tn6 DDE FP,GC-A act,sPLA2-III inh,ARFGAP1 inhibitor,GC-B act
Cn1c(-[n+]2c(-c3ccccc3)cc(-c3ccccc3)cc2-c2ccccc2)nc2cc([N+](=O)[O-])ccc21,0,2.2,3,-0.2,3,9,9,-3,0
CCN1CCN(c2ncnc3c2cnn3-c2ccc(C)cc2C)CC1,-10,0.1,6,-0.4,-1,2,2,1,-3
CCCCN1CCS(=O)(=O)N(Cc2cn(Cc3cccc(Cl)c3)nn2)C(C(=O)OC)C1 (stereo not drawn),5,/,/,-0.4,-11,-1,2,/,-1
Clc1ccc(-c2csc(N/N=C\c3cccnc3)n2)cc1,4,1.9,16,-3.8,-18,15,4,2,5

Remaining list, next part
SMILES	ADAM10 inh	FXN GAA850 act	ASAP1 GAP inh	KLK7 zymogen act	Tn6 DDE FP	rCAG binder	GC-A act	sPLA2-III inh	ARFGAP1 inhibitor	GC-B act
Brc1ccsc1/C=N/Nc1ccccc1	7	2.9	3	-0.3	-6	6	2	0	8	0
Cc1nn(CC(=O)Nc2cc(S(=O)(=O)N(C)C)ccc2Cl)c(C)c1[N+](=O)[O-]	1	0.6	2	-0.3	1	1	1	-13	-12	1
O=c1cc(CN2CCN(Cc3ccccc3)CC2)c2ccc(O)c(O)c2o1	-45	1.6	-4	-0.4	-3	17	-5	-5	4	-5
CCn1nnnc1SCC(=O)c1ccc(C)cc1	-11	5.2	8	-0.7	4	1	3	-6	5	3

Assay outcomes as filed in PubChem.
